KLK7 zymogen act: proKLK7 zymogen activators, primary screen, biochemical, fluorescence intensity; Kallikrein-7 (Homo sapiens), P49862; purified proKLK7, EDANS-DABCYL substrate fluorescence; 100% is mature enzyme control, 0% vehicle; activation, % at 7 µM; hit rate 0.9% among 370,000; AID 652039, 2013;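 active = activation above the mean of all tested compounds plus 3 SD, computed per campaign excluding outliers beyond control limits, cut at about 13% in these data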
Target sequence (P49862 whole entry, looked up): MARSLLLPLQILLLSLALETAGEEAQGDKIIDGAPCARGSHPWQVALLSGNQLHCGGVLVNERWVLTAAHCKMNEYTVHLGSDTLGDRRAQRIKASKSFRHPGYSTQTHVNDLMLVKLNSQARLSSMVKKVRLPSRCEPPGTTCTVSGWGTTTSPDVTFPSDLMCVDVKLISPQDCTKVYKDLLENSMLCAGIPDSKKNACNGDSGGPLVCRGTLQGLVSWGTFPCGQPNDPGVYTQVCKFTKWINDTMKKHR
ADAM10 inh: human ADAM10 inhibitors, primary screen, biochemical, QFRET, HTS | hit rate 0.62% among 370,000 | recombinant ADAM10, EDANS/DABCYL FRET peptide cleavage, 3 h | inhibition, % at 7 µM;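 active = inhibition above a per-campaign cutoff equal to the mean of compounds falling between control-based bounds plus 3 SD, cut at about 20% in these data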;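 note: 0% = DMSO wells while the 100% control is not disclosed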
DDE Tn6 FP inh: inhibitors of Tn6 peptide binding to fibrin DD(E), primary screen, biochemical, fluorescence polarization, human fibrin, Tn6 probe; hit rate 0.21% among 370,000; inhibition, % at 8.3 µM; Fibrin DD(E) TRITC-Tn6 fluorescence polarization displacement; Fibrinogen beta chain (Homo sapiens), P02675;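 active = inhibition above a per-campaign cutoff: mean of compounds within control limits plus 3 SD, cut at about 15% in these data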;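 note: 0% = median of all compound wells on the plate and 100% = blocking peptide control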
Target sequence (P02675 whole entry, looked up): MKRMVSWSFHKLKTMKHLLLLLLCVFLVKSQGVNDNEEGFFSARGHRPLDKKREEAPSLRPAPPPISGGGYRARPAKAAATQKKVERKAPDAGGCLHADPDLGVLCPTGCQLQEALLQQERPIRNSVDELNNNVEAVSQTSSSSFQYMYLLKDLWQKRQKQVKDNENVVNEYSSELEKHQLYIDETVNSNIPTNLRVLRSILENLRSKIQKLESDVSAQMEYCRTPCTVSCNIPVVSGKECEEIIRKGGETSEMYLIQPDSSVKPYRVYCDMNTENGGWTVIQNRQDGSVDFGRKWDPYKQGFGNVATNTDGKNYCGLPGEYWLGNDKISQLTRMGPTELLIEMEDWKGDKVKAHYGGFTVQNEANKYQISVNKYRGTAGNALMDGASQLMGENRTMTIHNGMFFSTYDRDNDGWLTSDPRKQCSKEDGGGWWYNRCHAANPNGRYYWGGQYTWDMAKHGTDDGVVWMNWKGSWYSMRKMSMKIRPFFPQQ
ARFGAP1 inhibitor: inhibitors of rat ARFGAP1 GAP activity, primary screen, biochemical, fluorescence polarization, GDP tracer; ADP-ribosylation factor GTPase-activating protein 1 (Rattus norvegicus), Q62848; Arfgap1-stimulated ARF1 GTP hydrolysis, GDP FP detection; inhibition, % at 16.5 µM; hit rate 0.26% among 360,000;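 active = inhibition above a per-plate limit, mean inhibition of low control wells plus 3 SD, cut at about 25% in these data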;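 note: 0% = DMSO wells with enzyme and 100% = wells lacking Arfgap1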
Target sequence (Q62848 1-136 limits assumed): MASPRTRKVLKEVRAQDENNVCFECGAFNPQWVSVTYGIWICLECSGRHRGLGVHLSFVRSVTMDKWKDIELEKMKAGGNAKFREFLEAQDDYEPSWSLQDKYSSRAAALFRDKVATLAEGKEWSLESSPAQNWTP
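Assay system: purified rat His6-Arfgap1 residues 1-136 (GAP domain); Reagent: human Δ17 ARF1 bound to GTP; Dosing: 16.5 µM single point, 1.26% DMSO; Times: GTP hydrolysis reaction 2 h at 25 °C; Signal: FP, GDP Alexa 633 tracer displaced from anti-GDP antibody, 620/688 nm; Measure: % inhibition from polarization.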
ASAP1 inh: inhibitors of human ASAP1 ArfGAP activity, primary screen, biochemical, fluorescence polarization; Arf-GAP with SH3 domain, ANK repeat and PH domain-containing protein 1 (Homo sapiens), …; ASAP1-stimulated ARF1 GTP hydrolysis, GDP FP detection; inhibition, % at 16.5 µM; hit rate 0.19% among 360,000; AID 624377, 2012; in the data active = inhibition above about 25%;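 note: 0% = vehicle with enzyme and substrate and 100% = no enzyme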
HGIII-sPLA2 inh: human group III sPLA2 inhibitors, primary screen, biochemical, QFRET, BODIPY PC-A2 liposome substrate. QFRET BODIPY PC-A2 liposome hydrolysis, fluorescence. inhibition, % at 12.2 µM. hit rate 0.56% among 370,000. AID 743126, 2013. Group 3 secretory phospholipase A2 (Homo sapiens), Q9NZ20;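 active = inhibition above mean plus 3 SD of compounds lying within the high and low control bounds, cut at about 19% in these data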;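 note: 0% = median of test compound wells and 100% = no enzyme DMSO wells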
GC-A act: GC-A stimulated cGMP production enhancers – HEK293 GC-A cells, cGMP TR-FRET, EC30 ANP, primary screen; 0% at EC30 ANP, 100% saturating ANP; activation, % at 10 µM; hit rate 0.14% among 370,000; AID 1671463, 2021; in the data active = activation above about 40%
GC-B act: human GC-B receptor activators, primary screen, HEK293 GC-B cells, cGMP TR-FRET, EC30 CNP. Atrial natriuretic peptide receptor 2 (Homo sapiens), P20594. 0% at EC30 CNP, 100% saturating CNP. activation, % at 10 µM. hit rate 0.11% among 370,000;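 active = activation at 10 µM reaching about 35% in either raw or pattern-adjusted values, limit read from the data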
FXN GAA850 act: FXN promoter activators, primary screen, cell-based, luciferase luminescence, HEK293 lucGAA850; HEK293 lucGAA850 FXN promoter luciferase reporter, 24 h; percent of 10 µM SAHA response; activation, % at 6 µM; hit rate 0.56% among 360,000;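 active = activation above the average of all compounds screened plus 3 SD, cutoff fixed separately per campaign, cut at about 7.5% in these data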;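 note: 0% = DMSO wells and 100% = 10 µM SAHA wells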
rCAG binder: binders of r(CAG) RNA repeats, primary screen, biochemical, fluorescence; hit rate 1.3% among 370,000; inhibition, % at 3 µM; r(CAG) RNA repeat, TO-PRO-1 dye displacement fluorescence; AID 651821, 2012;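 active = inhibition above the plate cutoff, the mean of all test compounds on that plate plus 3 SD, cut at about 35% in these data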;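 note: 0% = DMSO alone and 100% = 100 µM mitoxantrone as full dye displacement; higher means more dye released from RNA so lower well fluorescence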
* marks the source's active call; other numbers are inactive results; nt = no result given. This is a random part of the collection; overall some 4.5% were active at least once.

SMILES | KLK7 zymogen act | ADAM10 inh | DDE Tn6 FP inh | ARFGAP1 inhibitor | ASAP1 inh | HGIII-sPLA2 inh | GC-A act | GC-B act | FXN GAA850 act | rCAG binder
CN(C)C=NC(=O)c1[nH]c2ccc(Cl)cc2c1-c1ccccc1 | -0.3 | -18.0 | -3.2 | 13.5 | 4.9 | -1.0 | -17.0 | -7.4 | 1.3 | 6.5
O=C(Nc1ccnn1C1CCN(C/C=C/c2ccccc2)CC1)c1ccccc1 | 0.3 | 4.4 | 4.0 | 2.7 | 4.4 | -19.3 | 3.4 | -0.2 | 0.5 | -4.6
Cc1cnc(C(=O)OCC(=O)Nc2cccc(C)c2C)cn1 | 0.5 | 0.8 | 2.1 | -7.3 | 6.1 | 2.7 | -2.3 | -3.8 | 3.4 | 1.7
COc1ccc(N2CCN(CC(=O)Nc3nc4c(s3)CC(C)CC4)CC2)cc1 (stereo not drawn) | 0.0 | 2.8 | -2.9 | 6.5 | -0.5 | -3.8 | 8.4 | -6.2 | 0.6 | 0.9
Cc1cccc(N=C2NC(=O)/C(=C/c3cccn3C)S2)c1 | 0.5 | -3.2 | 0.6 | 6.2 | -8.2 | -10.6 | 4.3 | -3.3 | 2.2 | 3.6
CC(C)N(C)c1ncnc2c1ncn2[C@H]1CN(C2CCCC2)C[C@@H](CO)O1 | -0.4 | -1.6 | 1.2 | -8.7 | 9.6 | -1.9 | 4.7 | 4.7 | 0.5 | 0.1
O/N=C/c1cccnc1Sc1ccccc1 | -0.2 | 0.1 | 1.6 | 3.1 | -4.0 | 3.1 | 3.3 | -3.8 | 1.9 | -3.4
COc1cc(OC)nc(/N=C/N(C)C)n1 | 0.3 | 5.8 | -3.2 | 13.5 | -2.9 | 4.9 | 3.9 | 1.6 | 1.1 | -3.6
Cc1ccc(S(=O)(=O)N(C)c2cc(S(=O)(=O)Nc3ccncc3)c(C)cc2C)cc1 | 0.2 | 6.1 | -1.9 | -4.1 | 9.8 | -66.9 | -2.3 | -2.3 | 0.4 | 2.8
O=c1cc(CO)oc(C(Nc2cccc(C(F)(F)F)c2)c2ccccn2)c1O (stereo not drawn) | 0.3 | -25.3 | 1.8 | 7.1 | -2.8 | -2.4 | -0.8 | -1.9 | 0.4 | 1.3
Cc1ccc(NC(=O)COC(=O)/C=C/c2cccs2)cc1 | 0.4 | 0.4 | -4.2 | 11.6 | 3.0 | -2.3 | 3.9 | 0.9 | 1.7 | -2.1
CC(NC(=O)C1CC1)c1ccc(-c2ccccc2)cc1 (stereo not drawn) | 0.6 | -3.4 | -0.6 | -5.1 | 6.8 | 1.3 | -0.4 | 2.6 | -0.1 | -5.6
CSc1ncccc1C(=O)Nc1cccc(S(=O)(=O)N2CCOCC2)c1 | -0.8 | -10.8 | 2.1 | -8.5 | 5.0 | 8.5 | -0.8 | 6.0 | 0.0 | -2.4
COc1cc(-c2noc(-c3cccs3)n2)cc(OC)c1OC | 0.0 | -5.8 | 1.0 | -6.9 | 6.4 | -0.9 | -0.5 | 0.6 | 0.6 | -3.3
C=CCC1c2cccc(C(=O)O)c2C(=O)N1c1ccc(F)cc1 (stereo not drawn) | 0.4 | -2.0 | 4.0 | 11.1 | -7.8 | -4.8 | 0.2 | 1.6 | -1.4 | -0.2
COc1ccc(N2CCN(c3nc4cc(C)ccc4cc3C=O)CC2)cc1 | 0.9 | -10.2 | 2.4 | 2.8 | -10.9 | 3.9 | 2.3 | -4.0 | -1.2 | 6.8
CCc1ccc(NC(=O)C(=O)NCC2CCCO2)cc1 (stereo not drawn) | -0.5 | 4.8 | -5.8 | -0.1 | 10.8 | 0.7 | 6.2 | -1.2 | 3.4 | -2.1
O=c1nc(SCc2ccc(Cl)cc2)nc(-c2ccccc2)[nH]1 | 0.1 | -5.7 | -4.1 | -0.5 | -6.1 | -4.5 | -8.4 | -1.1 | 1.7 | 28.2
CC(=C\C(=O)O)/C(=C/c1ccco1)C(=O)O | -0.5 | -5.9 | -6.4 | 1.6 | 0.4 | 11.2 | 0.6 | -0.5 | 2.0 | 0.8
CC(=O)Nc1cccc(NC(=O)C(=O)c2cn(CC(=O)N3CCCCC3)c3ccccc23)c1 | -0.5 | 5.4 | -4.9 | 8.8 | 5.8 | -7.4 | 0.8 | -1.7 | 5.3 | 9.9
Cc1cc(C)cc(SCc2noc(C(=O)NCC3CCCO3)c2C(=O)O)c1 (stereo not drawn) | 0.2 | 5.1 | 5.6 | 0.3 | -11.8 | -2.9 | 3.0 | 7.4 | -0.2 | 22.1
Cc1ccccc1CN1CCN(Cc2ccc3cccc(F)c3n2)CC1CCO (stereo not drawn) | -0.3 | 14.9 | 0.2 | 1.6 | -7.1 | -12.1 | -1.7 | -2.8 | 1.4 | -6.5
O=C(O)C1OC(C(=O)O)C(C(=O)O)C1C(=O)O (stereo not drawn) | -0.8 | 0.5 | -3.2 | -8.1 | -6.5 | -8.4 | 1.5 | 2.1 | -1.1 | -0.7
CCCc1nc2sc3ccccc3c(=O)c2c(=O)n1Cc1ccccc1 | -0.4 | -2.0 | -2.9 | -6.1 | -9.9 | -5.4 | 8.2 | -4.6 | 2.9 | 1.2
CCCc1[nH]n(-c2ccc(F)cc2)c(=O)c1C=Nc1ccc(C)cc1 | 0.2 | -4.2 | -7.2 | 1.9 | -10.5 | -4.5 | 0.2 | 4.5 | 2.3 | 1.3
COC(=O)[C@@H](NC(=O)c1ccc(OC2CCN(Cc3ccccn3)CC2)cc1)C(C)C | -0.6 | 2.4 | 4.0 | 4.3 | -5.0 | 6.7 | 9.4 | 8.4 | 0.5 | -6.7
CC1(C)CC(=O)C2=C(C1)NC(=O)NC2c1ccccc1Cl (stereo not drawn) | 0.5 | -0.9 | 3.6 | 3.5 | -2.9 | 0.8 | -2.4 | -1.5 | 2.1 | -1.6
O=C(c1ccccc1)N1CCOC12CCN(c1ncc(C(F)(F)F)cc1Cl)CC2 | 0.2 | -7.9 | -1.4 | 7.0 | 6.7 | 2.5 | -2.5 | 1.7 | 3.7 | 2.9
CN(Cc1ccccc1)C(=O)c1cccc(NC(=O)Cc2ccc(NC(=O)C3CCN(C(=O)C4CC4)CC3)cc2)c1 | -0.3 | -6.4 | 0.6 | -2.8 | -1.1 | -13.4 | 2.5 | 0.2 | -0.1 | 5.0
COc1ccc(/C=N\NS(=O)(=O)c2ccc(C)cc2)cc1COc1ccccc1[N+](=O)[O-] | 0.3 | 7.2 | 0.9 | 5.6 | 8.4 | -6.6 | -3.0 | -3.2 | 0.3 | 12.4
CNC(=O)C1CCC(=O)N1Cc1c[nH]c2ccccc12 (stereo not drawn) | -0.3 | 3.9 | -5.0 | 6.5 | 9.6 | -2.5 | 0.2 | -6.8 | nt | 2.4
O=S(=O)(c1cccs1)N1CCCc2nc(-c3ccccc3)ccc21 | 0.2 | -2.4 | 4.8 | 6.6 | 5.0 | 12.7 | 1.6 | 2.3 | nt | 2.6
CCOc1c(CNCCCSc2nc(C)cc(C)n2)cccc1OC | 0.5 | -7.0 | 3.0 | 0.0 | -8.5 | 2.2 | -6.8 | -13.6 | -2.8 | 1.0
Cc1ccc(-c2nnc3ccc(SCC(=O)N4CCCc5ccccc54)nn23)cc1 | -0.3 | -4.5 | 3.7 | -4.5 | 2.2 | 1.8 | 1.1 | -1.6 | -1.6 | -0.6
O=C(COc1ccc2ccc(=O)oc2c1)Nc1ccc(N2CCOCC2)cc1 | -3.1 | -233.3 | 0.1 | 3.9 | 5.1 | -2.1 | 1.7 | 2.4 | -0.5 | 4.2
CC(=O)Nc1ccc(S(=O)(=O)NCCNc2ccccc2[N+](=O)[O-])cc1 | -0.3 | -1.9 | 5.8 | 3.7 | 2.4 | 1.5 | 1.2 | 1.7 | 0.9 | 3.0
O=C(OCC(=O)N1CCCCCC1)c1n[nH]c(=O)c2ccccc12 | -1.2 | 2.9 | 9.5 | -11.8 | -4.0 | 5.5 | 2.1 | 0.1 | 1.9 | -2.4
CCc1noc(C)c1C(=O)Nc1nc(-c2cc(C)ccc2C)c(C)s1 | -0.4 | 1.6 | 2.8 | 0.5 | 2.9 | 0.7 | 1.6 | -5.1 | 2.2 | -0.1
COc1ccccc1CNC(=O)c1csc(Cc2ccc(Cl)cc2)n1 | 0.5 | 7.3 | -0.2 | 9.1 | 3.1 | -4.7 | -2.8 | 8.4 | -1.1 | -3.6
Cc1ccc(-c2cnc(C(O)c3c(C)cccc3C)[nH]2)cc1 (stereo not drawn) | 0.1 | 1.4 | 9.1 | 3.6 | -4.1 | 0.9 | 0.2 | 5.6 | 1.5 | 0.9
O=C(Nc1ccc(N2CCOCC2)c(Cl)c1)c1ccc(-n2cnnc2)cc1Cl | -0.2 | -13.2 | -5.8 | 18.2 | 2.6 | 0.0 | -1.5 | 3.8 | -0.6 | -2.9
O=S1(=O)c2ccc(Br)cc2OC[C@@H](Cc2ccccc2)N1Cc1cn(Cc2ccccc2)nn1 | 0.3 | 0.5 | 0.1 | nt | nt | 10.2 | -0.5 | 7.4 | nt | 5.9
NC(=O)C1CCN(C(=O)c2ccc(NS(=O)(=O)c3ccc(F)c(F)c3)cc2)CC1 | 0.5 | -3.6 | -6.4 | -6.9 | 1.4 | -4.9 | 2.4 | -0.5 | 0.1 | -0.3
C=C1CCC2[C@](C)(CO[C@@H]3O[C@H](CO)[C@@H](O)[C@H](O)[C@H]3O)CCC[C@@]2(C)[C@@H]1CCC1=CCOC1=O (stereo partly drawn) | 0.3 | -13.5 | -2.4 | 10.7 | 12.7 | 13.4 | 3.8 | -0.2 | 0.9 | -5.3

3 compounds already listed, arranged by length of the SMILES, descending:
SMILES | KLK7 zymogen act | ADAM10 inh | DDE Tn6 FP inh | ARFGAP1 inhibitor | ASAP1 inh | HGIII-sPLA2 inh | GC-A act | GC-B act | FXN GAA850 act | rCAG binder
Cc1ccc(S(=O)(=O)N(C)c2cc(S(=O)(=O)Nc3ccncc3)c(C)cc2C)cc1 | 0.2 | 6.1 | -1.9 | -4.1 | 9.8 | -66.9 | -2.3 | -2.3 | 0.4 | 2.8
COc1ccc(N2CCN(CC(=O)Nc3nc4c(s3)CC(C)CC4)CC2)cc1 (stereo not drawn) | 0.0 | 2.8 | -2.9 | 6.5 | -0.5 | -3.8 | 8.4 | -6.2 | 0.6 | 0.9
O=S(=O)(c1cccs1)N1CCCc2nc(-c3ccccc3)ccc21 | 0.2 | -2.4 | 4.8 | 6.6 | 5.0 | 12.7 | 1.6 | 2.3 | nt | 2.6

High-throughput results: PubChem BioAssay, several laboratories
